# Mcl1 Noxa PPI = Mcl-1/Noxa interaction inhibition; Q07820; TR-FRET Mcl-1/Noxa peptide binding, 2 h; inhibition, % at 21.7 µM; 1.5% of 220,000 active; AID 1022;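 active = compounds that cut the protein-peptide binding signal by more than 50% relative to plate controls in a single-dose test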;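 also: His-tagged Mcl-1 with rhodamine Noxa BH3 peptide and terbium anti-His antibody; 0% = Mcl-1 plus Noxa peptide wells and 100% = peptide-only wells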
# Target sequence (Q07820 whole entry, looked up): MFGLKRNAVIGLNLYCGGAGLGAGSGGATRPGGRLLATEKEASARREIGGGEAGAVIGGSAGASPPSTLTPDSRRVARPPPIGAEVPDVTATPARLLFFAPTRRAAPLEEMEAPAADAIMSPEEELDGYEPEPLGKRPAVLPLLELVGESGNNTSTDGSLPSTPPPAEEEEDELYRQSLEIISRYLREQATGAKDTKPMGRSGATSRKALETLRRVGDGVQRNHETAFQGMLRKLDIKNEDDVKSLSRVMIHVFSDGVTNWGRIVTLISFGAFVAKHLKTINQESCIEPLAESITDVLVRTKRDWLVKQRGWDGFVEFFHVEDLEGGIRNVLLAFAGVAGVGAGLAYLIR
# Bim-Mcl-1 = disrupts Bim peptide binding to human Mcl-1; Bead-based flow cytometry, Bim peptide-Mcl-1 binding; inhibition, % at 10 µM; 0.1% of 190,000 active; in the data active = inhibition above about 40%;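 also: 0% = no compound tracer wells and 100% = peptide blocker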
# Rac1 wt modul = human Rac1 wildtype GTP binding, inhibitors and activators | P63000 | GST-Rac1 beads, fluorescent GTP binding, flow cytometry; actives lie on both sides; 0 = cold GTP competed, 100 = untreated | GTP binding activity (% of control), % at 10 µM | 0.27% of 190,000 active | AID 757;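 active = GTP binding activity at least 20 points away from the 100% control level, either lower or higher; inconclusive = compound flagged as likely green fluorescent, judged across all proteins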
# HRas wt GTP bind = human HRas wildtype GTP binding, change in either direction | GST-Ras wt beads, Bodipy-FL-GTP binding, flow cytometry; actives lie on both sides | GTP binding activity, % at 10 µM | 0.14% of 190,000 active | AID 759;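 active = GTP binding activity at least 20% away from the 100% baseline, either lowered as inhibitor or raised as activator; inconclusive = flagged as likely green fluorescent, judged across all proteins in the well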;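 also: 0% = unlabeled GTP competition control and 100% = no-compound control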
# Target sequence (P01112 whole entry, looked up): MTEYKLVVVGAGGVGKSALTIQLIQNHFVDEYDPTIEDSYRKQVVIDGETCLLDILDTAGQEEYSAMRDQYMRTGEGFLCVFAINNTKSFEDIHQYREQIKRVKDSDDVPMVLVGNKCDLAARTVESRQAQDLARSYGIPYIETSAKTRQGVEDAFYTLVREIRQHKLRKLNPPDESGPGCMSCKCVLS
# Rab7 wt modul = dog Rab7 wildtype GTP binding, inhibitors and activators. GTP binding activity (percent of control), % at 10 µM. AID 758. GST-Rab7 beads, fluorescent GTP binding, flow cytometry; actives lie on both sides; untreated = 100%, excess cold GTP = 0%. 0.055% of 190,000 active;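 active = fluorescent GTP binding to Rab7 beads changed by at least 20 points from the 100% baseline, either direction, mostly lower; inconclusive = compound itself probably fluorescent, or too few beads counted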;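 also: median green fluorescence of bound Bodipy-FL-GTP per Rab7 bead population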
# Rab2 wt GTP = changes GTP binding to wildtype dog Rab2A, up or down. 0.19% of 190,000 active. GTP binding activity, % at 10 µM. AID 760. P61105. GST-Rab2 wt beads, Bodipy-GTP binding, flow cytometry;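 active = GTP binding activity at least 20 points away from 100%, either lowered or raised; inconclusive = signal likely due to the compound's own green fluorescence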;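 also: 0% = beads with excess unlabeled GTP and 100% = no-compound control corrected for plate trend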
# Avidin fluor = avidin bead compound fluorescence profile; fluorescence (KMESF) at 10 µM; Avidin beads, compound fluorescence 488/530 nm, flow cytometry; hits give high values; 0.38% of 220,000 active; in the data active = fluorescence above about 47; also: inactives centre near 10
# Mcl1 Bid PPI = Mcl-1/Bid interaction inhibition | 0.97% of 220,000 active | Q07820 | TR-FRET Mcl-1/Bid-Dy647 peptide binding, 1536-well | inhibition, % at 21.7 µM | AID 1021;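 active = compounds that cut the binding signal by more than half at the single screening dose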;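 also: His-tagged Mcl-1 with europium anti-His antibody binding Bid BH3 peptide; 0% = Mcl-1 plus peptide wells and 100% = peptide-only wells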
# Rac1 mut GTP = alters GTP binding to activated mutant human Rac1 | 0.11% of 190,000 active | P63000 | GST-Rac1 activated beads, fluorescent GTP binding, flow cytometry; actives lie on both sides; 100% means binding = to untreated wells | percent activity (GTP binding), % at 10 µM | AID 764;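 active = GTP binding at least 20 percentage points away from the 100% baseline, in either direction, so actives lie on both sides; inconclusive = Compound likely fluorescent itself, or too few beads counted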
# Cdc42 wt GTP = changes GTP binding to wildtype human Cdc42. 0.2% of 190,000 active. percent activity (GTP binding), % at 10 µM. GST-Cdc42 beads, Bodipy-GTP binding, flow cytometry; actives lie on both sides;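 active = percent activity GTP binding at least 20 points away from the 100% baseline, either down as inhibitor or up as activator; inconclusive = compound flagged as likely green fluorescent from well-wide comparison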;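 also: median bead fluorescence of bound Bodipy-FL-GTP at 100 nM; 0% = excess unlabeled GTP control and 100% = no compound control; below 100% means less GTP binding so inhibitor and above means activator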
# Target sequence (P60953 whole entry, looked up): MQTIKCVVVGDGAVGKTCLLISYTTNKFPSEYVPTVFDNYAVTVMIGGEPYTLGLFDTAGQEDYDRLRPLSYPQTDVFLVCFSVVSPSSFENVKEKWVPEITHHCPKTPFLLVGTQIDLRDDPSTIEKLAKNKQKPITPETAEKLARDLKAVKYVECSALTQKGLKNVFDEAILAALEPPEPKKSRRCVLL
# Pf gametocyte = inhibitors of late stage P. falciparum gametocyte viability; P. falciparum stage V gametocytes, ATP luminescence, 24 h; inhibition, % at 10.9 µM; 0.065% of 150,000 active; AID 743093;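 active = inhibition above the mean plus 3 SD of compounds within the control limits, set per campaign, cut at about 38% in these data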;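 also: 0% = DMSO wells and 100% = medium only without gametocytes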
# * hit, by the source's call; ? = inconclusive; / = not tested or not shown.
structure,Mcl1 Bid PPI,Rac1 wt modul,Avidin fluor,HRas wt GTP bind,Rac1 mut GTP,Bim-Mcl-1,Pf gametocyte,Cdc42 wt GTP,Mcl1 Noxa PPI,Rab2 wt GTP,Rab7 wt modul
Cc1cc(C)c2c(N)c(C(=O)NCC3CCCCC3)sc2n1,-4,109,10,103,101,-5,-18,104,7,103,104
CCn1ccc(C(=O)Nc2cccc(Cl)c2)n1,-17,102,10,100,96,0,15,95,14,99,112
CCOc1ccc(N2C(=O)CC(SCc3nc4ccccc4[nH]3)C2=O)cc1 (configuration not stated),-61,97,5,97,95,-20,-12,97,12,96,93
CCOc1ccc2nc(NC(=O)C3CCN(c4cnccn4)CC3)sc2c1,24,106,5,104,102,4,-16,104,25,103,101
O=C(c1cc2cc(Cl)ccc2oc1=O)N1CCOCC1,3,100,12,100,98,-4,3,100,7,99,99
Cc1cc(=O)[nH]c(/N=C(\N)Nc2cccc3ccccc23)n1,3,96,15,101,97,-1,7,102,15,102,96
CC1Cc2ccccc2N1CC(=O)Nc1ccc2c(c1)OC(F)(F)O2 (configuration not stated),-19,106,12,104,101,3,-23,106,20,103,103
O=C(COc1ccccc1)N1CCN=C1SCc1ccccc1,-3,99,24,102,97,3,-8,95,-11,101,106
O=C(COC(=O)C12CC3CC(CC(Br)(C3)C1)C2)N1CCOCC1,-4,99,8,98,98,-3,-25,99,-4,98,100
Cc1ccc(Cn2c(SCCN3CCCCC3)nc3c2c(=O)n(C)c(=O)n3C)cc1,-38,99,24,99,98,0,18,103,-1,99,98
CCN(CC)Cc1csc(C(N)=O)c1,-17,101,8,103,100,0,/,102,-1,103,105
CCOc1ccccc1NC(=O)CCc1ccc(C)o1,-39,98,9,100,98,-6,-1,99,0,102,99
O=C(COC(=O)CCc1ccccc1)NC12CC3CC(CC(C3)C1)C2,10,97,10,94,96,-1,-25,95,-7,94,90
CCCn1c(N2CCC(Cc3ccccc3)CC2)nc2c1c(=O)[nH]c(=O)n2C,-25,102,11,99,97,-5,-15,100,-14,97,97
N/C(=N\N=C\c1ccco1)SC1CC(=O)N(c2ccccc2)C1=O (configuration not stated),-32,96,12,98,95,-3,/,95,13,97,102
COC(=O)c1ccc2c(=O)n(Cc3ccc(C(=O)NC4CCCC4)cc3)c(=S)[nH]c2c1,1,101,5,98,99,-5,-17,102,-3,98,103
COc1cccc(/C=N/c2oc(-c3ccccc3)cc2C#N)c1O,-7,105,5,102,100,-10,/,104,-6,103,101
CCOc1ccccc1NC(=S)N1CCC(c2nc3ccccc3o2)CC1,-41,101,11,100,100,-1,-22,100,-1,101,107
NS(=O)(=O)c1ccc(N/C=C\C(=O)c2ccc(F)cc2)cc1,-24,95,13,95,96,1,-1,95,-9,98,100
COCC(=O)N(Cc1cc2ccccc2[nH]c1=O)c1ccccc1OC,-19,108,24,103,98,0,/,107,6,101,103
COc1ccc(C(=O)c2oc3ccc(OC)cc3c2N)cc1,-27,109,8,102,101,-1,/,103,9,102,99
CCc1ccc(NC(=O)C(=O)NNC(=O)COc2cccc(OC)c2)cc1,-55,102,6,96,97,-3,5,99,-3,94,95
COc1ccc(CN(CCCN2CCOCC2)C(=O)Nc2ccccc2)cc1OC,-31,101,12,99,97,-3,14,99,11,97,96
COc1cc(C2c3c(oc4cc(C)c(C)cc4c3=O)C(=O)N2c2cc(C)ccn2)ccc1O (configuration not stated),15,101,8,101,95,0,/,98,35,99,101
N/C(=N\OC(=O)c1cccc(Br)c1)c1ccncc1,2,98,11,98,96,0,-17,95,10,98,102

structure,Mcl1 Bid PPI,Rac1 wt modul,Avidin fluor,HRas wt GTP bind,Rac1 mut GTP,Bim-Mcl-1,Pf gametocyte,Cdc42 wt GTP,Mcl1 Noxa PPI,Rab2 wt GTP,Rab7 wt modul
O=C(COC(=O)c1ccc(S(=O)(=O)NCc2ccco2)cc1)c1ccccc1,-8,104,6,100,101,-4,12,100,-1,101,101
C/C(N)=C(/C#N)C(=O)CSc1nc2cc(Cl)ccc2s1,-13,96,13,96,93,-2,20,95,53*,95,93
Nc1cc(=O)[nH]c(=O)n1-c1cccc(F)c1,-21,101,9,103,98,0,/,102,19,101,107
Cc1nn(-c2ccccc2)c(Cl)c1/C=N/NC(=O)CNc1n[nH]c(=O)[nH]c1=O,-13,89,23,89,93,3,4,95,15,92,95
COC(=O)c1ccccc1NC(=O)C(CCS(C)(=O)=O)NC(C)=O (configuration not stated),-3,103,36,103,100,0,-5,104,6,102,104
COc1ccc(CNC(=O)c2c(O)c3cccc4c3n(c2=O)CCC4)cc1OC,10,114,13,103,97,-1,/,104,-18,100,100
COc1cc(OC)cc(C(=O)OCc2cc3ccccc3[nH]c2=O)c1,2,100,6,99,99,-2,/,101,-43,99,99
Cc1ccc(C2CC(c3ccco3)n3nc(N)nc3N2)cc1 (configuration not stated),-15,100,10,97,95,1,/,95,-3,95,101
O=C(NCCc1ccccc1)c1ccc([N+](=O)[O-])cc1,-10,102,6,102,99,0,/,100,19,102,100
O=C(/C=C/c1ccccc1Cl)N1CCN(c2ncccn2)CC1,-7,102,11,99,102,-6,-24,100,-7,99,99
O=C(c1ccc(Cn2cc(Br)cn2)o1)N1N=C(C(F)F)CC1(O)C(F)F (configuration not stated),-10,99,66*,101,98,-1,/,99,7,100,105
NC(=S)N1OC[C@@H]2COc3ccc4ccccc4c3[C@@H]21,-28,97,9,98,95,2,-12,97,8,98,94
Cc1c(-c2cccs2)[n+](=O)c2c(n1[O-])CCCC2,11,103,37,102,99,-4,18,101,3,102,100
Cc1onc(C(=O)NN)c1C(=O)N1CCN(C(c2ccccc2)c2ccccc2)CC1,-58,?,17,?,?,-1,-25,?,-29,?,?
CCOC(=O)c1c(-c2cccs2)csc1NC(=O)CCCC(=O)O,-7,106,15,103,101,0,/,103,-3,101,104
CC(N=c1ccccn1C(=O)Nc1cccc(C(F)(F)F)c1)c1ccco1 (configuration not stated),-7,98,8,100,95,1,-2,100,1,98,95
CC(C)(C)c1ccc(OCC(O)CSc2ncn[nH]2)cc1 (configuration not stated),-64,103,10,100,97,1,-12,100,3,98,97
COCCSc1ccccc1C(=O)Nc1nncs1,-32,102,10,101,99,1,-21,105,-8,98,98
COc1ccc(C(C(=O)NCCC(C)C)N(CCN2CCOCC2)C(=O)Cn2nnc3ccccc32)c(OC)c1 (configuration not stated),-20,101,11,99,97,1,15,99,10,98,104
CS(=O)(=O)c1ccc(Cl)c(NC(=O)CCc2ccccc2)c1,-7,100,25,95,96,-2,-7,100,14,97,98
Cc1cc(C)n(-c2nc3ccccc3nc2N2CCOCC2)n1,-9,105,6,100,100,-4,/,99,7,100,98
CC(C)(CO)NCc1cccc(OCc2ccc(Cl)cc2)c1,3,103,4,102,100,-1,/,102,-3,98,100
Nc1ncn(C(=O)c2ccco2)n1,-7,100,14,100,99,2,4,99,-10,100,99
CO/N=C(/CS(=O)(=O)c1ccc(C)cc1)c1ccc(OC)cc1,-26,103,10,107,103,-3,-11,103,23,107,104
CCOC(=O)N1CCN(Cc2nc3ccc([N+](=O)[O-])cc3c(=O)n2-c2cccc(OC)c2)CC1,-16,100,12,97,97,0,-40,99,-4,99,92

structure,Mcl1 Bid PPI,Rac1 wt modul,Avidin fluor,HRas wt GTP bind,Rac1 mut GTP,Bim-Mcl-1,Pf gametocyte,Cdc42 wt GTP,Mcl1 Noxa PPI,Rab2 wt GTP,Rab7 wt modul
CCn1c(C)cc(/C=C2/NC(=O)N(Cc3ccccc3F)C2=O)c1C,-10,105,4,100,103,-3,10,103,9,100,98
Cc1nn(-c2ccccc2)c(Cl)c1C(=O)N1CCN(C)CC1,-21,101,13,99,99,-2,-5,101,-3,101,104
CC1CCCC(C)N1C(=S)SCC(=O)O (configuration not stated),-52,91,7,92,91,0,-4,91,-5,95,98
Cc1ccc(S(=O)(=O)Nc2nonc2C)cc1,-2,103,4,99,99,-5,/,102,15,100,101
Cc1sc2nc(CSc3n[nH]c(N)n3)[nH]c(=O)c2c1C,-31,98,10,102,97,0,-9,104,3,101,98
CCS(=O)(=O)N1CCCC(C(=O)N2CCc3ccccc3C2)C1 (configuration not stated),-16,105,12,103,104,-1,/,102,-1,104,106
COC(=O)C(O)(CC(=O)Nc1cccc(SC)c1)C(F)(F)F (configuration not stated),0,102,9,106,102,-3,/,107,9,107,101
CN1CCN(S(=O)(=O)c2ccc3c(c2)NC(=O)C2CCCN32)CC1 (configuration not stated),-81,101,34,99,98,-3,/,99,-12,97,96
CC(CO)NCC12CC3CC(CC(C3)C1)C2 (configuration not stated),-18,97,26,98,96,0,7,95,-6,97,102
Cc1cc(C(=O)OCC(=O)N2CC(=O)Nc3ccccc32)c(C)n1-c1ccc(F)cc1,-37,99,6,99,95,-3,-19,97,-5,96,99
Cc1ccccc1OCC(=O)Nc1sc(C(=O)Nc2cccc(C)c2C)c(C)c1C#N,-8,99,17,100,98,-1,/,101,-72,99,98
Cc1ccc(OCC(=O)N2CCN(C(=O)c3ccco3)CC2)cc1,2,101,14,100,95,-1,5,94,12,97,95
CCN(CC)S(=O)(=O)c1ccc(N2CCCC2)c(NS(=O)(=O)c2ccc(OC)cc2)c1,-43,97,10,97,95,2,1,92,10,93,95
CC(C)(O)C#Cc1ccc(C(=O)N2CCN(C(=O)c3ccco3)CC2)cc1,1,109,6,102,100,0,/,107,13,101,100
O=C(CCC(=O)N(CC(=O)NC1CCCC1)C1CCCCC1)Nc1ccccn1,-7,100,12,101,97,-4,-33,99,6,100,104
CCOC(=O)C1=C(CSc2n[nH]c(N)n2)NC(=O)NC1C (configuration not stated),-12,104,24,102,100,-6,-6,106,4,103,102
Cc1cc(NC(=O)CCC2COc3ccccc3O2)no1 (configuration not stated),-17,94,8,97,95,0,-13,96,-5,95,95
COc1ccc(/C=N/NC(=O)CC(=O)NCc2cccnc2)c(OC)c1,-11,102,8,101,102,-5,16,102,3,100,96
Cc1cccn2c(/C=N/OCc3cccc(F)c3)c(-c3ccc(Cl)cc3)nc12,-51,99,10,99,94,1,-5,99,-18,100,98
Cc1occc1-c1nnc(SCC(=O)NCCc2ccccc2)n1C(C)c1ccccc1 (configuration not stated),-16,103,20,100,97,-1,/,101,11,100,103
Cc1ccc(C(=O)NNC(=O)OC(C)(C)C)c(Cl)c1,7,97,18,98,97,-2,/,99,-2,99,94
O=C(NCc1ccccc1)N(Cc1nc2ccccc2c(=O)[nH]1)C1CCCC1,9,101,12,102,99,-2,-12,104,31,102,102
